Screens deposited in PubChem BioAssay by National Center for Advancing Translational Sciences (NCATS).
Tb PYK inh – qHTS of Trypanosoma Brucei Inhibitors; Potency, µM (titrated, usually from 76.8 µM), without a hit: at the highest dose activity, negative = inhibition, usual class: inhibitors; AID 624173, 2012; TbPYK enzyme, Kinase-Glo Plus ATP luminescence, 45 min; actives 0.12% (n = 410,000); pyruvate kinase (Trypanosoma brucei), Q57TT1; active means well fitted inhibition curve with a large enough effect; further: nearly all actives have a fitted effect of over 50% in size
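Assay buffer: 50 mM TEA pH 7.2, 100 mM KCl, 10 mM MgCl2, 0.05% BSA, 0.01% Tween-20. Pyruvate kinase from T. brucei plus substrate met compound, then ADP (130 uM final). Luminescence was read post 45 min RT.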
* marks the source's active call; other numbers are inactive results; [ ] = remark or other dose. On the % scale 0 is the no-effect control and ±100 the full control effect; potency means the concentration at half of the fitted maximal effect.

SMILES	Tb PYK inh
CCCCNC(=O)c1ccc2c(c1)N(Cc1ccc(F)cc1)C(=O)c1ccccc1S2=O (stereo not drawn)	-2.4%
COc1ccccc1CN1CCCC2(CCN(C(=O)c3c(C)noc3C)CC2)C1	-2.2%
COc1ccc(NC(=O)c2cc(-c3ccc(F)cc3OC)n[nH]2)cc1OC	2.7%
O=C1CC2(CCCC2)Oc2ccc(Cl)cc21	5.2%
COc1ccc(C)cc1NC(=O)C1CCN(S(=O)(=O)Cc2ccccc2)CC1	-2.6%
COc1ccccc1N1CCN(C(=O)c2cccc(S(=O)(=O)N3c4ccccc4CC3C)c2)CC1 (stereo not drawn)	2.4%
CN(C)c1ccc(-c2ccnc3c2CC(C)(C(=O)NCCC(F)(F)F)O3)cc1 (stereo not drawn)	-1.3%
COc1ccc(CN2C(=O)C(CC(=O)NC(c3ccccc3)c3ccccc3)CC(C(=O)N(C)C)=C2C)cc1 (stereo not drawn)	-4.3%
CCOC(=O)c1c(C)[nH]c(C)c1S(=O)(=O)N1CCCC(C(=O)Nc2ncccc2C)C1 (stereo not drawn)	3.3%
Cc1ccccc1-n1nc(C)c2c1NC(=O)CSC2c1ccc(Cl)cc1 (stereo not drawn)	6.0%
CC1=C(C(=O)N(C(C)C)C(C)C)CC(CC(=O)NC2CCCCC2)C(=O)N1CCCN1CCCC1=O (stereo not drawn)	1.7%
CCOC(=O)Cc1csc(NC(=O)CSc2nnc(-c3ccncc3)n2Cc2ccco2)n1	-2.6%
COc1ccc(-c2nn(-c3ccccc3)cc2CNC[C@H]2O[C@@H](n3cnc(C(N)=O)n3)[C@H](O)[C@@H]2O)cc1	8.0%
CN1CCN(C(c2ccc(F)cc2)c2ccc3cccnc3c2O)CC1 (stereo not drawn)	3.9%
COCCCn1c(SCC(=O)N2CCCC2=O)nc2ccccc2c1=O	-1.4%
CCCN1C(=O)c2[nH]nc(-c3ccc(OC)cc3)c2C1c1ccccn1 (stereo not drawn)	-14.4%
CSc1ccc(Cn2c(C)c(C(=O)NCc3ccc4c(c3)OCO4)sc2=O)cc1	-10.3%
COc1ccc(-c2cc(C(=O)NCC3CCCCC3)[nH]n2)c(C)c1	4.9%
Cc1ccc2c(c1)C(c1ccccc1)N(C(=O)c1ccc(S(=O)(=O)N3CCCCC3)cc1)CC(=O)N2 (stereo not drawn)	-8.2%
Cc1nn(CC(=O)NCc2ccc(Cl)cc2)c(=O)c2cc3sccc3n12	3.0%
O=C(Nc1cc(S(=O)(=O)N2CCOCC2)ccc1OCC(F)(F)F)C1CCCC1	-8.8%
Cc1ccccc1CSc1nnc2[nH]c(=O)cc(-c3ccccc3)n12	-22.1%
CCOC(=O)c1c(C)n(-c2ccccc2)c2ccc(OC(=O)c3c(F)cccc3F)cc12	1.6%
CC(C)Oc1ccc(C(=O)N2CCN(c3nc4c(F)cc(F)cc4s3)CC2)cc1	-0.5%
Cc1nn(C2CC(O)C(O)C(CO)O2)c(=O)[nH]c1=O (stereo not drawn)	4.8%
Cc1csc(NC(CO)c2nc3ccccc3n2CCOCCO)n1 (stereo not drawn)	-5.9%
O=C(NCCc1csc(-c2ccc(F)cc2)n1)c1cccc(F)c1	0.2%
CCCCNC(=O)c1ccc2c(c1)NC(=O)C(CS(=O)(=O)Cc1ccc(C)cc1)N2 (stereo not drawn)	0.2%
CCOC(=O)N(C)[C@H]1C[C@H]2c3[nH]c4ccccc4c3CCN2C[C@H]1[C@H](C)O	-0.6%
Cc1ccccc1NC(=O)Cn1c(=O)n(Cc2ccc3c(c2)OCO3)c(=O)c2ccccc21	2.8%
Cc1ccc(C)c(Cn2cnc3ccccc3c2=O)c1	-1.4%
O=S1(=O)CCN(C2CCCC2)CC1	-8.7%
CCc1ccc(C(=O)c2cn(CC(=O)Nc3ccc(OC)c(OC)c3)c3ccc(C)cc3c2=O)cc1	3.1%
COc1cccc(N2CCN(C(=O)CN3CCSc4ccc(S(=O)(=O)N(C)C)cc43)CC2)c1	3.9%
CC(=O)c1ccc(Nc2ccc3cc(S(=O)(=O)N4CCCC4)ccc3n2)cc1	-1.1%
Cc1ccccc1NC(=O)c1ccc(NC(=O)N2CCSc3ncccc32)cc1	-2.2%[15.4 µM]
COc1cccc(CNC(=O)c2cc3cccc4c3n2CC(C)S4)c1OC (stereo not drawn)	4.1%[15.4 µM]
CCOC(=O)[C@]12CCC=C1N(Cc1ccco1)C(=O)[C@H](CC(=O)NCCCCc1ccccc1)C2	-5.5%
CCNC(=O)C1(C)CCCN(C(=O)/C=C/c2ccccc2)C1 (stereo not drawn)	-8.0%
Cc1cccc(CS(=O)(=O)CC2Nc3ccc(C(=O)NCc4ccccc4)cc3NC2=O)c1 (stereo not drawn)	-1.5%
COc1ccc(N2CCN(C(=O)c3cnn(-c4ccc(OC)cc4)c3C3CCN(C(=O)OC(C)(C)C)CC3)CC2)cc1	-0.2%[15.4 µM]
COC(=O)N1CCC[C@@]2(CCN(C(=O)Nc3cccc(F)c3)C2)C1	-1.1%
Cc1ccc(NC(=O)C2(C)CCN2C(=O)Cc2ccc(C(C)(C)C)cc2)cc1C (stereo not drawn)	-17.8%
Cc1ccc(C(C)C)c(OCC(=O)N2CCC(c3nc4ccccc4o3)CC2)c1	5.3%
COc1ccc(-c2nc(SCC(=O)NCC3CCCO3)c(-c3ccc(C)cc3)[nH]2)cc1OC (stereo not drawn)	0.2%
CCOc1ccccc1-n1nnc(-c2nsc(NC(=O)c3ccc(C)cc3)n2)c1C	2.5%
COc1ccc(NC(=O)N2CCCC3(CCN(C(C)=O)CC3)C2)cc1	4.4%
COc1cc(/C=C/c2nc(C#N)c(NC(C)c3ccccc3)o2)cc(OC)c1OC (stereo not drawn)	-2.0%
Cc1ccc([N+](=O)[O-])c(Oc2ncnc3c2oc2ccccc23)c1	0.2%
O=S1(=O)c2ccccc2N(Cc2ccccc2Cl)c2ccccc21	-3.9%
Cc1ccc(-c2nc3c(cnn3-c3ccccc3)c(=O)n2-c2ccc(Cl)cc2)cc1	0.5%
Cc1cn([C@H]2C[C@H](O)[C@@H](/C=C/C(=O)NCCc3cccs3)O2)c(=O)[nH]c1=O	-0.7%
COC(=O)c1sc2cccc(F)c2c1S(=O)(=O)NCc1ccc(Cl)cc1	-9.0%
CN(Cc1ccc(Cl)cc1)C(C(=O)NC1CCCCC1)c1ccnc2ccccc12 (stereo not drawn)	1.1%
Cc1ccc(OCc2nc(-c3ccc(C(=O)N4CCN(c5cccc(C(F)(F)F)c5)CC4)cc3)oc2C)cc1	1.9%
C[C@@H]1CN([C@H](C)CO)S(=O)(=O)c2ccc(Br)cc2O[C@H]1CN(C)S(C)(=O)=O	7.5%
Cc1nc(-c2ccc(F)cc2)sc1CCNC(=O)c1ccc(OC(C)C)cc1	4.3%
Cc1sc2nc(SCC(=O)Nc3ccc(Cl)c(C(=O)O)c3)[nH]c(=O)c2c1C	-10.9%
CC1(C(=O)Nc2ccc3c(c2)OCCO3)CCN1C(=O)CC1CCCC1 (stereo not drawn)	-2.4%
CCc1ccc(C(=O)c2cn(CC(=O)Nc3ccc(OC)cc3)c3cc4c(cc3c2=O)OCO4)cc1	1.7%

(cont.)
SMILES	Tb PYK inh
O=C1Nc2ccccc2N=C(c2ccccc2)C1N(C(=O)c1ccnc2ccccc12)c1ccccc1 (stereo not drawn)	5.6%
COc1ccc(CN2C(=O)N(c3ccc(C)cc3)C(=O)C2CC(=O)Nc2ccccc2)cc1OC (stereo not drawn)	-11.2%
COC(=O)c1ccc(CNC(=O)c2sccc2-c2ccccc2)cc1	-0.2%
O=C(Nc1ccc2nc(SCC(=O)N3CCCc4ccccc43)sc2c1)c1ccc(F)cc1	7.2%
CCOC(=O)[C@]12CCCC=C1N(Cc1ccc3c(c1)OCO3)C(=O)[C@H](CC(=O)NCCc1ccccc1OC)C2	-0.5%
Cc1c(Cl)cccc1-c1ccc(CNc2ccc3[nH]c(=O)[nH]c3c2)o1	-9.7%
CCCOc1ccc(C(=O)Nc2cc3c(cc2N2CCCCC2)n(C)c(=O)n3C)cc1	-9.0%
O=C1C=C(N2CCCCC2)c2ccccc2C1=O	-6.5%
Cc1cc(O)c(C(c2cccc(F)c2)N2CCC(C)CC2)c(=O)n1Cc1ccco1 (stereo not drawn)	3.3%
O=C(c1ccc(F)cc1)n1nc(-c2cccnc2)nc1NCc1ccccc1	-6.0%
Cc1ccc2nc(COC(=O)c3cccnc3Cl)cc(=O)n2c1	-11.7%
CCOCCn1ccc2c(OCC(=O)Nc3cc(C)cc(C)c3)cccc2c1=O	7.8%
CN(C)C(=O)CNc1ccn2nc(-c3cccc(Cl)c3)cc2n1	-12.1%
O=C(Cn1ncc2c(Cl)cccc21)NCc1cccc(Br)c1	-4.8%
O=C(OC(c1ccccc1)c1nccc2ccccc12)c1ccccc1 (stereo not drawn)	2.4%
COc1cccc(NC(=O)c2oc3ccccc3c2NC(=O)c2ccc(F)c(F)c2)c1	-4.8%
CCCCC(=O)NC1(C(F)(F)F)C(=O)Nc2c1c(=O)[nH]c(=O)n2-c1ccc(F)cc1 (stereo not drawn)	0.6%
CCOC(=O)c1c(S(=O)(=O)N2CCC(C(=O)NCc3ccccc3OC)CC2)c(C)n(C)c1C	-1.4%
Cc1ccc2onc(CNC(=O)N3CCN(c4cc(Cl)ccc4C)CC3)c2c1	2.0%
Cc1cccc(-c2nc(CN3CCCC(C(=O)NCc4ccc(Cl)cc4)C3)c(C)o2)c1 (stereo not drawn)	0.3%

Overlap with the part before: 6 compounds; new compounds follow.
SMILES	Tb PYK inh
O=C(OC(c1ccccc1)c1nccc2ccccc12)c1ccccc1 (stereo not drawn)	2.4%
COc1cccc(NC(=O)c2oc3ccccc3c2NC(=O)c2ccc(F)c(F)c2)c1	-4.8%
CCCCC(=O)NC1(C(F)(F)F)C(=O)Nc2c1c(=O)[nH]c(=O)n2-c1ccc(F)cc1 (stereo not drawn)	0.6%
CCOC(=O)c1c(S(=O)(=O)N2CCC(C(=O)NCc3ccccc3OC)CC2)c(C)n(C)c1C	-1.4%
Cc1ccc2onc(CNC(=O)N3CCN(c4cc(Cl)ccc4C)CC3)c2c1	2.0%
Cc1cccc(-c2nc(CN3CCCC(C(=O)NCc4ccc(Cl)cc4)C3)c(C)o2)c1 (stereo not drawn)	0.3%
COC(=O)C1CCN(S(=O)(=O)c2cc3c4c(c2)CC(=O)N4CCC3)CC1	0.1%
CCCn1c(CNC(=O)c2ccc(F)cc2)nc2ccccc21	4.3%
COc1ccc(NC(=O)c2ccc(COc3ccccc3Br)o2)c(OC)c1	1.5%
COc1cccc(CNCCSc2nnnn2C)c1OCc1ccc(Cl)cc1Cl	-7.0%
Cc1ccc(C(=O)Nc2ccc3oc(-c4cc(Br)ccc4Cl)nc3c2)cc1	-3.9%
CCOC(=O)Cc1c(-c2cccc(Br)c2)nc2c3ccccc3ccn12	4.6%
CCCNC(=O)C1(C)CCN(C(=O)c2ccc(C)c(F)c2)C1 (stereo not drawn)	10.7%
Cc1ccc(NC(=O)Cn2c(=O)n(Cc3ccc4c(c3)OCO4)c(=O)c3oc4ccccc4c32)cc1C	-3.9%
CCC(=O)N1CCN(c2cc3c(cc2F)c(=O)c(C(=O)O)cn3CC)CC1	1.8%
Cc1cccc(C)c1OC(=O)CSc1nnc(-c2ccc3c(c2)OCO3)o1	2.3%
CN(C)CCCNc1nc2cc(-c3ccccc3CO)sc2c(=O)n1C	-4.2%
O=C(CSc1nc2c(c(=O)[nH]1)CN(Cc1ccc(F)cc1)CC2)Nc1cccc(C(F)(F)F)c1	-0.2%
O=C(Cn1c(=O)n(CC2CCCO2)c(=O)c2ccccc21)Nc1cccc(Cl)c1 (stereo not drawn)	-14.8%
CCCCc1nn2c(=O)cc(COC(=O)c3ccc(NC(=O)C4CCCCC4)cc3)nc2s1	3.2%
O=C(NCCc1ccccc1)c1cccc(NC(=O)C2CCC2)c1	1.7%
CC(C)(C)c1ccccc1NC(=O)Nc1nc(C(N)c2ccccc2Cl)cs1 (stereo not drawn)	-5.2%
NC(=O)C1=C(N)c2ccccc2C1c1ccccc1 (stereo not drawn)	7.9%
COc1ccccc1CNC(=O)C1CCN(c2nc3ccc(Cl)cc3[nH]2)CC1	4.8%[15.4 µM]
COc1ccc(CCN(C)C(=O)c2ccc(S(=O)(=O)Nc3ccccc3F)cc2)cc1OC	2.6%
O=C(NCc1ccc(F)cc1F)[C@@H]1CCCN1C(=O)[C@@H]1CCCN1C(=O)c1cccs1	5.6%

Looked up by compound from above:
SMILES	Tb PYK inh
CCCNC(=O)C1(C)CCN(C(=O)c2ccc(C)c(F)c2)C1 (stereo not drawn)	10.7%
CCC(=O)N1CCN(c2cc3c(cc2F)c(=O)c(C(=O)O)cn3CC)CC1	1.8%
CCOC(=O)Cc1c(-c2cccc(Br)c2)nc2c3ccccc3ccn12	4.6%
COc1ccc(NC(=O)c2ccc(COc3ccccc3Br)o2)c(OC)c1	1.5%

(list continues)
SMILES	Tb PYK inh
CCOc1ccc(NC(=O)CSc2oc(-c3ccccc3)nc2S(=O)(=O)c2ccc(Cl)cc2)cc1	-5.5%
COc1ccc(C2C=C(C)Oc3c2c(=O)oc2ccccc32)cc1OC (stereo not drawn)	1.1%
OC[C@H]1O[C@H](OC/C=C/c2ccccc2)[C@H](O)[C@@H](O)[C@@H]1O	-9.5%
COCOCCn1cc(CN2CCS(=O)(=O)N(Cc3ccc(-c4ccc(Cl)c(Cl)c4)cc3)C(C(C)C)C2=O)nn1 (stereo not drawn)	-13.0%
CCC1NC(=O)c2cccnc2-n2c1nc1cc(F)ccc1c2=O (stereo not drawn)	2.1%
Cc1ccc(CN(C(=O)COc2ccc(Cl)c(C)c2)c2ccccn2)o1	-3.8%
Cc1ccc(C)c(CSc2ccc3nnc(CCNS(=O)(=O)c4ccccc4)n3n2)c1	-9.0%
CC(C)N1CCC1(C)C(=O)Nc1cccc2ccccc12 (stereo not drawn)	-1.2%
CC(=O)Nc1ccc(CN(C)c2c(C)nc3ccc(C(=O)N(C)Cc4ccco4)cn23)cc1	1.0%

These rows are one share of the data, so the mix of outcomes need not match the whole.
